CCT modulator: modulators of cytosolic chaperonin (CCT/TRiC) activity. purified chaperonin ATPase assay, HTRF ADP detection, 30 min. 0.3% of 360,000 active. AID 651819. activity change, % (concentration not given with the values), hits read low; in the data active means activity change below about -30%; further: on the % scale 0 is the no-effect control and ±100 the full control effect
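Enzyme 40 or 20 nM (batch-dependent) in Tris pH 7.4/KCl/MgCl2/DTT; cpd 76 uM single point; ATP 10 uM; 30 min 37 °C; Transcreener ADP HTRF detection, 30 min RT; ratio 665/615.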
PI5P4K alpha inh: blocks human PI5P4K alpha kinase activity. P48426. PI5P4Kalpha enzyme, ADP-Glo luminescence, 60 min; hits give low values. max response, %. 1.2% of 330,000 active. AID 652105; active means max response of -50% or lower; inconclusive means between -30% and -50%; inactive means -30% or higher; further: value at the top dose of about 77 µM; on the % scale 0 is the no-effect control and ±100 the full control effect
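Compounds were pin-transferred onto PI5P4Kalpha and substrate in HEPES pH 7.4 buffer with EGTA, CHAPS and 5% DMSO. ATP (5 microM final) started the reaction, which ran 60 minutes at room temperature before ADP-Glo detection.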
PLK1 PBD block: inhibitors of human PLK1 polo-box domain binding; AID 720504; Potency, µM, for inactives: max response, negative = inhibition, usual class: inhibitors; P53350; 2.8% of 360,000 active; Plk1 PBD binding of FITC phosphopeptide, fluorescence polarization; further: potency means the concentration at half of the fitted maximal effect; series mostly up to about 57 µM; on the % scale 0 is the no-effect control and ±100 the full control effect; nearly all actives have a fitted effect of over 65% in size
EPAC1 antag: blocks human EPAC1 exchange factor | O95398 | EPAC1 GEF assay, Rap1b-BODIPY-GDP exchange fluorescence | Potency, µM (highest dose often 115 µM), for inactives: top-dose activity change, negative = inhibition, hits mostly inhibitors | 0.14% of 360,000 active | AID 720709;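 further: potency means the concentration at half of the fitted maximal effect; plate controls were vehicle for no effect and positive control for full effect; nearly all actives have a fitted effect of over 50% in size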
EPAC2 antagonist: antagonists of human EPAC2 | Q8WZA2 | EPAC2 GEF exchange of Rap1B-BODIPY-GDP, fluorescence | 0.18% of 360,000 active | Potency, µM (top dose mostly 114 µM), for the others: at the highest dose activity, negative = inhibition, hits mostly inhibitors; further: potency means the concentration at half of the fitted maximal effect; on the % scale 0 is the no-effect control and ±100 the full control effect; nearly all actives have a fitted effect of over 45% in size; many of its hits are not listed in these tables
Target sequence (Q8WZA2 whole entry, looked up): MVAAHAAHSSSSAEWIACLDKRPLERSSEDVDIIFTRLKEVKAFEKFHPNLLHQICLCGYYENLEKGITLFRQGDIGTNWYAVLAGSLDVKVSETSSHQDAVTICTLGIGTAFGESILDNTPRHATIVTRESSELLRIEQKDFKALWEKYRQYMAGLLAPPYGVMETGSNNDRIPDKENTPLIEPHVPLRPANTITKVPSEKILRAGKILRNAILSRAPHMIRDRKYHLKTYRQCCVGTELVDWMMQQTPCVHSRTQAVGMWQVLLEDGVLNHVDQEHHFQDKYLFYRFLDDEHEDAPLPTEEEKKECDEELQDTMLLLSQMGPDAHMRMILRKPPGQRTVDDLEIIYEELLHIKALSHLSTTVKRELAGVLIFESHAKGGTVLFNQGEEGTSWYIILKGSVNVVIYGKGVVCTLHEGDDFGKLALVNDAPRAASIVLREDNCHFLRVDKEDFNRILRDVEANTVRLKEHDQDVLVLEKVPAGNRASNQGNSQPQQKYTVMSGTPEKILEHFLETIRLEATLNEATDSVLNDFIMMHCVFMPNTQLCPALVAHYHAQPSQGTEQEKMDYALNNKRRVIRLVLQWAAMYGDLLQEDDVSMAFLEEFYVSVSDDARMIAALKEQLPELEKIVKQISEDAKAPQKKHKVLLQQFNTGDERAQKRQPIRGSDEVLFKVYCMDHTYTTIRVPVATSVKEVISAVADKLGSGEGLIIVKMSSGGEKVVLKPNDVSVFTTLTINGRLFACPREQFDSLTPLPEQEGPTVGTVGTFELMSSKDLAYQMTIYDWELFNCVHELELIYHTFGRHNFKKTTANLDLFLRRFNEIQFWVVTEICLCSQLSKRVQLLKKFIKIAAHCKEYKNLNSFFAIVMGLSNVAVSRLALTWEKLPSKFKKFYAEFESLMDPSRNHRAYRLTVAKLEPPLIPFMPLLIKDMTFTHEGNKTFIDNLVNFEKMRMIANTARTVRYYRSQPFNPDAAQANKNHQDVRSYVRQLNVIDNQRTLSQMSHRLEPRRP
WRN inhibitor: WRN helicase (human) inhibition. 0.46% of 360,000 active. AID 651768. Potency, µM (top dose mostly 114 µM), without a hit: at the top dose activity change, negative = inhibition, actives largely listed as inhibitors. WRN helicase unwinding, fluorescent forked duplex, kinetic; further: potency means the concentration at half of the fitted maximal effect; on the % scale 0 is the no-effect control and ±100 the full control effect; nearly all actives have a fitted effect of over 55% in size
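Screening of the MLSMR collection measured strand separation of a quenched forked DNA duplex (100 nM) by 20 nM WRN with 2 mM ATP, all final. Compounds were preincubated with enzyme 15 min at room temperature.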
Mm-Cpn inhibitor: inhibitors of Methanococcus maripaludis chaperonin (MmCpn). purified Mm-Cpn ATPase, ADP Transcreener TR-FRET. Potency, µM (top dose mostly 76.9 µM), inactives show at the highest dose activity, negative = inhibition, hits mostly inhibitors. 0.031% of 330,000 active; further: potency means the concentration at half of the fitted maximal effect; on the % scale 0 is the no-effect control and ±100 the full control effect; nearly all actives have a fitted effect of over 80% in size
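ATPase turnover read by TR-FRET ADP competition (Eu cryptate antibody/ADP-d2, 665/590 nm): 10uM ATP final, 25nM Mm-CPN final, 30 min 37degC after 10-min compound preincubation, pH 7.4 Tris/KCl/MgCl2/DTT buffer.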
EPAC1 ag: EPAC1 (human) agonism; EPAC1 agonist qHTS, biochemical assay; response scale: 100% = response to 6.5 mM cAMP; 0.073% of 360,000 active; O95398; Potency, µM (doses to about 154 µM), inactives show at the highest dose activation, actives largely listed as activators; further: potency means the concentration at half of the fitted maximal effect; nearly all actives have a fitted effect of over 60% in size
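Fluorescent GDP-exchange assay: 100 nM EPAC1 with 250 nM Rap1B preloaded with BODIPY-GDP and 50 uM GDP; compounds tested as concentration series, 5 min at room temperature, then read every 5 min for 30 min (ex 480/em 540 nm); normalized to 6.5 mM cAMP.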
* hit, by the source's call; ? = inconclusive; nt = not tested or not shown; [ ] = another dose, or the depositor's remark. Unless noted, the call rests on the fitted dose curve; in most records, active means well fitted curve in the direction sought with a large enough effect; inconclusive means small, poorly fitted or top-dose-only effect, or another doubt; inactive means no such curve, though single readings can be large; an effect the other way counts as inactive or inconclusive. The list is partial (hit frequency here may not be typical).

SMILES	CCT modulator	PI5P4K alpha inh	PLK1 PBD block	EPAC1 antag	EPAC2 antagonist	WRN inhibitor	Mm-Cpn inhibitor	EPAC1 ag
Cc1noc(C)c1C(=O)OCC(=O)NCc1ccccc1	-1.4	-3	-7%	5%	-7%	1%	-1%	6%
CCCn1c(SC2C(=O)CC(C)(C)CC2=O)nc2c1c(=O)n(C)c(=O)n2C	2.4	nt	-10%	19%	19%	-14%[57.1 µM]	1%	-12%
Cc1ccc(NC(=O)C2CCN(S(=O)(=O)c3cc([N+](=O)[O-])ccc3Cl)CC2)nc1	-2.1	-23	-12%	-16%	-2%	-5%[11.6 µM]	-1%	16%
C[C@@H]1CN([C@H](C)CO)C(=O)c2cc(NC(=O)Nc3ccc(C(F)(F)F)cc3)ccc2O[C@H]1CN(C)C(=O)Nc1ccc(F)cc1	-2.1	-9	-12%	-29%	-2%	-3%	nt	-17%
O=[N+]([O-])c1cc([N+](=O)[O-])c2cc(-c3cccnc3)[nH]c2c1	-0.2	-18	-10%	9%	7%	-2%	nt	14%
Cc1cccc(CN2CCc3c([nH]c4ccccc34)C2C(C)(C)C)n1 (centres undefined)	-1.4	8	-11%	-22%	-7%	-4%	-2%	0%
CCN(CC)Cc1cc(NC2=NS(=O)(=O)c3ccccc32)ccc1OC(=O)c1ccccc1	1.2	-5	-5%	-6%	9%	-3%	-6%	-3%
CC(CSc1nnnn1-c1ccccc1)Cn1c(N2CCN(C)CC2)nc2c1c(=O)[nH]c(=O)n2C (centres undefined)	-1.3	9	-2%	-4%	15%	5%	0%	-1%
CSCCC(NC(=O)C12CC3CC(CC(C3)C1)C2)C(=O)OCC(=O)c1ccc(Cl)cc1 (centres undefined)	1.4	-1	-4%	11%	-3%	-9%	-1%	3%
CN(CCc1ccccc1)C(=O)c1cccc(NC(=O)Cc2cccc(NC(=O)C3CCCN(C(=O)C4CCCC4)C3)c2)c1 (centres undefined)	1.3	-1	-12%	-25%	6%	-6%	nt	-3%
Cc1cc(-c2cccs2)c2c(N)c(C(=O)c3ccc4c(c3)OCO4)sc2n1	-0.5	11	?	12%	48%[activator]	7%	?	2%
CC(C)CCNC(=O)c1ccc(C2SCC(=O)N2Cc2ccco2)cc1 (centres undefined)	-0.8	-8	-7%	7%	1%	-10%	-13%	-8%
CCCOc1ccc(N2C(=O)CC(N3CCN(c4nc5ccccc5s4)CC3)C2=O)cc1 (centres undefined)	1.5	-13	-8%	-4%	8%	-17%	1%	3%
Cc1ccc(C(=O)O)cc1S(=O)(=O)NCC1CCCO1 (centres undefined)	-1.2	nt	-16%	-1%	-6%	2%	-2%	1%
O=C1C2=C(CCCC2)C(=O)N1CNc1ccccc1	-0.4	5	5%	-1%	1%	-5%	6%	-2%
COC(=O)c1ccc(NC(=O)CCN2C(=O)C3CC=CCC3C2=O)cc1 (centres undefined)	-0.5	0	-3%	3%	5%	7%	1%	-12%
COc1cc(/C=C2\CCc3ccccc3C2=O)cc(OC)c1OC	1.2	2	-2%	27%	-12%	0%[57.1 µM]	-1%	10%
COCCC(=O)N1CCC(Oc2ccc(C(=O)NCCc3cnn(C)c3)cc2)CC1	0.7	2	-10%	?	5%	-5%	1%	4%
Cc1ccc(/C=C2\CCC3=C2OC(N)=C(C#N)C3c2ccc(C)cc2)cc1 (centres undefined)	0.1	-28	-1%	0%	-3%	?	-2%	21%
Cc1cccc(N2CC(C(=O)Nc3nccs3)CC2=O)c1C (centres undefined)	-0.4	1	-4%	-9%	6%	-18%	0%	-11%

Some of the entries so far, as labelled records.
Molecule: O=[N+]([O-])c1cc([N+](=O)[O-])c2cc(-c3cccnc3)[nH]c2c1
  CCT modulator: -0.2; PI5P4K alpha inh: -18; PLK1 PBD block: -10%; EPAC1 antag: 9%; EPAC2 antagonist: 7%; WRN inhibitor: -2%; Mm-Cpn inhibitor: nt; EPAC1 ag: 14%
Molecule: Cc1noc(C)c1C(=O)OCC(=O)NCc1ccccc1
  CCT modulator: -1.4; PI5P4K alpha inh: -3; PLK1 PBD block: -7%; EPAC1 antag: 5%; EPAC2 antagonist: -7%; WRN inhibitor: 1%; Mm-Cpn inhibitor: -1%; EPAC1 ag: 6%
Molecule: Cc1cc(-c2cccs2)c2c(N)c(C(=O)c3ccc4c(c3)OCO4)sc2n1
  CCT modulator: -0.5; PI5P4K alpha inh: 11; PLK1 PBD block: ?; EPAC1 antag: 12%; EPAC2 antagonist: 48%[activator]; WRN inhibitor: 7%; Mm-Cpn inhibitor: ?; EPAC1 ag: 2%
Molecule: Cc1ccc(NC(=O)C2CCN(S(=O)(=O)c3cc([N+](=O)[O-])ccc3Cl)CC2)nc1
  CCT modulator: -2.1; PI5P4K alpha inh: -23; PLK1 PBD block: -12%; EPAC1 antag: -16%; EPAC2 antagonist: -2%; WRN inhibitor: -5%[11.6 µM]; Mm-Cpn inhibitor: -1%; EPAC1 ag: 16%

New compounds follow
SMILES	CCT modulator	PI5P4K alpha inh	PLK1 PBD block	EPAC1 antag	EPAC2 antagonist	WRN inhibitor	Mm-Cpn inhibitor	EPAC1 ag
CCC(=O)N1CCN(c2cc(C)ccc2C)CC1	-2.6	0	2%	-2%	1%	0%	3%	3%
COc1ccc(/C=C/c2noc(-c3ccccc3O)n2)cc1	1.6	0	-7%	0%	2%	3%	0%	-6%
Fc1ccc(NC(=S)N/N=C/c2ccc(F)c(F)c2)cc1	0.0	2	6%	-11%	14%	-15%	0%	-9%
O=C(CN1CCCCCC1)Nc1ccc(Cl)cc1F	1.8	-1	-10%	-7%	7%	-28%	-1%	-10%
OC[C@@H]1CN(Cc2cccnc2)C[C@H](n2cnc3c(N4CCOCC4)ncnc32)O1	0.9	-5	-7%	-7%	9%	2%	nt	-8%
NS(=O)(=O)c1ccc(CCNC(c2ccccc2)c2ccccc2)cc1	-4.3	-8	-5%	-18%	-24%	3%	3%	1%
COC(=O)C(C(=O)OC)N1C(=O)CCC1=O	-1.1	nt	2%	-2%	-1%	-2%	-3%	5%
COc1ccc(OC)c(/C=C/C(=O)N2CCN(S(=O)(=O)c3ccc(C)cc3C)CC2)c1	-1.5	7	7%	11%	10%	-7%	-3%	13%
Cc1ccc(-c2nc3ccc(Cl)cc3c(=O)n2O)cc1	2.4	-7	-10%	?	1%	-6%	1%	4%
O=C(Oc1cc(=O)oc2ccccc12)c1cccnc1Cl	-1.1	2	-3%	-8%	0%	10%	0%	3%
Clc1ccc(-c2c[n+](Cc3ccc(Cl)cc3Cl)c3n2CCCCC3)cc1	-1.0	-1	-30%	-8%	9%	-4%	2%	-22%
O=C(NCC(=O)N(c1ccccc1F)C(C(=O)NCC1CCCO1)c1ccccc1)c1ccco1 (centres undefined)	-6.1	-4	-7%	13%	12%	10%	?	3%
CC(=O)NCCn1c(SCC(=O)NCCC(C)C)nc2ccccc2c1=O	2.5	nt	-8%	9%	17%	-9%	0%	4%
COc1cccc(C2CC(C(F)(F)F)n3nc(C(=O)Nc4c(C)n(C)n(-c5ccccc5)c4=O)cc3N2)c1 (centres undefined)	-3.4	2	2%	6%	5%	-4%[57.1 µM]	-1%	-1%
Cc1cc(C)c(NS(=O)(=O)c2ccc3c(c2)oc(=O)n3C)c(C)c1	0.3	2	11%	-4%	8%	-13%	nt	6%
COCC(=O)Nc1ccc(Br)c(C)c1	-2.2	3	-8%	7%	-1%	-2%	1%	1%
CCO[C@H]1OC(C(=O)N2CCN(Cc3ccc4c(c3)OCO4)CC2)=C[C@@H](C2CCCCC2)[C@@H]1CCCO	-2.4	-1	-13%	-4%	-15%	3%	nt	-2%
Cc1cc(Cl)c2oc(C(=O)N(C)Cc3nccn3C)c(C)c2c1	-1.1	3	1%	-13%	-19%	6%	-1%	-6%
N#Cc1ccccc1NC(=O)C1CC(=O)N(c2ccc3c4c(cccc24)CC3)C1 (centres undefined)	-3.7	-2	-6%	11%	-4%	1%	0%	2%
O=C(NCc1ccccc1)NC(O)C(Cl)(Cl)Cl (centres undefined)	2.6	4	-5%	-2%	-1%	-4%	1%	-2%
O=C(NCCc1ccc(F)cc1)c1ccc(Cl)c(S(=O)(=O)N2CCOCC2)c1	1.4	?	-3%	-8%	-2%	3%[11.6 µM]	0%	-1%
COc1ccc(CCNc2nc(Cl)nc(NC(C)(C)CO)n2)cc1OC	1.5	-1	5%	17%	0%	7%	1%	3%
CCC(=O)N(CCc1ccccc1)Cc1cc2cc(OC)ccc2[nH]c1=O	-1.3	0	?	-12%	0%	-3%	-1%	14%
COc1ccccc1-c1csc(C(NC(C)=O)c2ccccc2)n1 (centres undefined)	-0.4	0	-13%	10%	-10%	-2%	nt	-12%
COc1ccccc1NC(=O)CSc1nn2c(=O)c(C)nnc2s1	-0.1	-2	-5%	-24%	-2%	-5%	-1%	12%
COc1ccc(CCC(=O)OCC(=O)Nc2c(C)nn(-c3ccccc3)c2C)cc1	-3.0	1	-4%	6%	6%	8%	-2%	-3%
Cc1c(C(=O)N2CCOCC2)sc(NC(=O)c2ccc3c(c2)OCO3)c1C#N	-8.2	nt	33%[activator]	-1%	3%	-28%	-1%	5%
O=C(NCC(c1ccco1)N1CCc2ccccc2C1)c1cccc([N+](=O)[O-])c1 (centres undefined)	-1.8	3	-2%	2%	-4%	6%	1%	4%
CC[n+]1c(/C=C/c2ccc(OC(C)=O)c(OC)c2)ccc2ccccc21	0.5	0	-10%	-19%	10%	-6%	-2%	-8%
COc1cc(Cl)c(C)cc1NC(=O)CSC	-1.4	1	-5%	-4%	0%	-16%	0%	9%
COc1ccc(NC(=O)NNC(=O)COc2cc(C)c(Cl)c(C)c2)c(OC)c1	-3.0	-7	-8%	-8%	1%	-31%	-1%	13%
COc1ccc(S(=O)(=O)NCc2ccncc2)cc1NC(=O)c1ccccc1	-5.5	1	-12%	-6%	-7%	-2%	2%	1%
COc1ccc(CCC(=O)O)cc1OC	-0.5	2	-3%	-2%	3%	1%	-8%	-2%
O=C1CCC/C1=C/Nc1cccc(F)c1	1.3	-14	19µM*	-3%	7%	-23%	1%	-6%

From PubChem BioAssay
